Bioassay records from PubChem.
PLC-gamma1 inh: PLC-gamma1 enzyme inhibitors, primary screen, biochemical, fluorescence, purified enzyme | AID 720700, 2013 | inhibition, % at 12.2 µM | fluorogenic substrate | 370,000 tested, 0.84% active; in the data active means inhibition above about 9.5%
PLCb3 inh: human PLC-beta3 inhibitors, primary screen, biochemical, fluorescence; inhibition, % at 12.2 µM; AID 720704, 2013; 370,000 tested, 0.18% active; Purified PLC-beta3, fluorogenic substrate; 1-phosphatidylinositol 4,5-bisphosphate phosphodiesterase beta-3 (Homo sapiens), Q01970; in the data active means inhibition above about 11%;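 further: 0% = median of compound wells on plate and 100% = full blocker control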
DAX1 inh-1: DAX1 (NR0B1) inhibitors on StAR promoter, primary screen, cell-based, luminescence, SF-1 (NR5A1), full-length DAX-1; HEK293T StAR-luciferase reporter, SF-1/DAX-1 repression relief; inhibition, % at 6.8 µM; 370,000 tested, 1.1% active; AID 652010, 2013;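 active means inhibition above the mean over all tested compounds plus 3 SD, cut at about 3.6% in these data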;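 further: 0% = DAX-1 cells with DMSO and 100% = cells lacking DAX-1 with DMSO; higher inhibition means more luminescence from relief of DAX-1 repression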
DAX1 inh-2: DAX1 (NR0B1) inhibitors, primary screen, cell-based, HEK293, Gal4-DAX1, luciferase luminescence. Nuclear receptor subfamily 0 group B member 1 (Homo sapiens), P51843. HEK293 Gal4-DAX1 luciferase reporter. inhibition, % at 6.75 µM. 340,000 tested, 0.99% active. AID 504766, 2011;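 active means inhibition above the mean over all tested compounds plus 3 SD, cut at about 4.2% in these data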;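 further: 0% = DAX1-transfected cells with DMSO and 100% = empty-vector control cells with DMSO; inhibition shows as a rise in luminescence from relieved DAX1 repression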
hcDAF-12 act: H. contortus DAF-12 nuclear receptor activators, primary screen, cell-based, luminescence, HEK293, lit1-tk-luc reporter. HEK293 hcDAF-12 lit1-tk-luc reporter; 0% DMSO, 100% Δ7-dafachronic acid. 370,000 tested, 1.4% active. activation, % at 6.8 µM;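 active means activation above the mean of all tested compounds plus 3 SD, cut at about 5.5% in these data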;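 further: 100% = response to 3 µM Δ7-dafachronic acid high control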
FXN GAA850 act: FXN promoter activators, primary screen, cell-based, luciferase luminescence, HEK293 lucGAA850; AID 540364, 2011; HEK293 lucGAA850 FXN promoter luciferase reporter, 24 h; percent of 10 µM SAHA response; 360,000 tested, 0.56% active; activation, % at 6 µM;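 active means activation above the average of all compounds screened plus 3 SD, cutoff fixed separately per campaign, cut at about 7.5% in these data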;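 further: 0% = DMSO wells and 100% = 10 µM SAHA wells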
ssDAF-12 act: S. stercoralis DAF-12 nuclear receptor activators, primary screen, cell-based, luminescence, HEK293, GRIP1 co-expression, lit1-tk-luc; Nuclear hormone receptor DAF-12 (Strongyloides stercoralis); HEK293 ssDAF-12/GRIP1 lit1-tk-luc reporter; % of 3 µM dafachronic acid response; activation, % at 6.8 µM; 370,000 tested, 1% active;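 active means activation above the mean over all tested compounds plus 3 SD, cut at about 0.9% in these data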;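 further: 0% = DMSO-only wells and 100% = 3 µM delta7-dafachronic acid wells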
HGIII-sPLA2 inh: human group III sPLA2 inhibitors, primary screen, biochemical, QFRET, BODIPY PC-A2 liposome substrate; inhibition, % at 12.2 µM; Group 3 secretory phospholipase A2 (Homo sapiens), Q9NZ20; QFRET BODIPY PC-A2 liposome hydrolysis, fluorescence; 370,000 tested, 0.56% active; AID 743126, 2013;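 active means inhibition above mean plus 3 SD of compounds lying within the high and low control bounds, cut at about 19% in these data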;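 further: 0% = median of test compound wells and 100% = no enzyme DMSO wells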
Target sequence (Q9NZ20 whole entry, looked up): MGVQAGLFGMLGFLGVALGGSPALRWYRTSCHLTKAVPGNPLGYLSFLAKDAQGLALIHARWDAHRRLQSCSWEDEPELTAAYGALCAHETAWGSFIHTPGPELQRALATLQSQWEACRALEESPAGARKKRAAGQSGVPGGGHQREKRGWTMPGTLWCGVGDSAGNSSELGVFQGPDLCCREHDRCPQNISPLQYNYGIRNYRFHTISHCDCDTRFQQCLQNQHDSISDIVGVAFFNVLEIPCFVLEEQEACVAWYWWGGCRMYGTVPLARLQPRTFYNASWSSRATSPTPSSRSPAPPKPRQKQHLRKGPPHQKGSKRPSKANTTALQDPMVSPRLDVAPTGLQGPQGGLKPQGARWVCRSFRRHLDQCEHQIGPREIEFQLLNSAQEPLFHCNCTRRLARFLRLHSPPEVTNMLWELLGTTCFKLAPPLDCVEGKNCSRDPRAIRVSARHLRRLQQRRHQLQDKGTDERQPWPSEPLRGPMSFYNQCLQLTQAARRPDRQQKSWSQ
ADAM10 inh: human ADAM10 inhibitors, primary screen, biochemical, QFRET, HTS | recombinant ADAM10, EDANS/DABCYL FRET peptide cleavage, 3 h | inhibition, % at 7 µM | 370,000 tested, 0.62% active;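 active means inhibition above a per-campaign cutoff equal to the mean of compounds falling between control-based bounds plus 3 SD, cut at about 20% in these data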;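 further: 0% = DMSO wells while the 100% control is not disclosed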
Target sequence (O14672 214-748 limits assumed): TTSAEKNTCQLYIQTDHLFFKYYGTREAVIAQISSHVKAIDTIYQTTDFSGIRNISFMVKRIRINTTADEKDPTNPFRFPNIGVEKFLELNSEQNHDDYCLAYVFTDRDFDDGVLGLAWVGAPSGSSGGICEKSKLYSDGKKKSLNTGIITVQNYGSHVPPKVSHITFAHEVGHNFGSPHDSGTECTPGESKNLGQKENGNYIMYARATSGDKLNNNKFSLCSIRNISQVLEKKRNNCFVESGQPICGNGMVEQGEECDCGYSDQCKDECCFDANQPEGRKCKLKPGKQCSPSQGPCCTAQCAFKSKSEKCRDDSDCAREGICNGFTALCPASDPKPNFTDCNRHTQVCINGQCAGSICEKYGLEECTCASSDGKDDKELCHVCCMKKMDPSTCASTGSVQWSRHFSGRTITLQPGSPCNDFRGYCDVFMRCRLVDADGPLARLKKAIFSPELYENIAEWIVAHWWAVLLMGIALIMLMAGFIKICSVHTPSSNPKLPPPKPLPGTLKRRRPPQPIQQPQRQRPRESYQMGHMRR
ADAM17 inh: ADAM17 inhibitors, primary screen, biochemical, QFRET; Disintegrin and metalloproteinase domain-containing protein 17 (Homo sapiens), P78536; AID 720648, 2013; recombinant ADAM17, EDANS/DABCYL FRET peptide cleavage; 370,000 tested, 0.83% active; inhibition, % at 6.95 µM;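 active means inhibition above the mean of compounds lying between control limits plus 3 SD, set per campaign, cut at about 8.5% in these data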;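 further: 0% = DMSO-only wells as the low control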
hgDAF-12 ag: H. glycines DAF-12 receptor agonists, primary screen, cell-based, luminescence, HEK293, GAL4 fusion, UAS-luciferase | activation, % at 6.8 µM | Nuclear hormone receptor DAF-12 (Heterodera glycines), GAL4 fusion | AID 687014, 2013 | HEK293 GAL4-hgDAF12 UAS-luciferase reporter, agonist luminescence; normalized to butyrate control | 370,000 tested, 1.8% active;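 active means activation above a cutoff set at the mean of all screened compounds plus 3 SD, cut at about 10% in these data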;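 further: 0% = DMSO wells and 100% = sodium butyrate wells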
An asterisk follows results filed as active; i = inactive; · = no result given. Rows were taken by chance; about 6.9% have a hit in one of these screens.

SMILES	PLC-gamma1 inh	PLCb3 inh	DAX1 inh-1	DAX1 inh-2	hcDAF-12 act	FXN GAA850 act	ssDAF-12 act	HGIII-sPLA2 inh	ADAM10 inh	ADAM17 inh	hgDAF-12 ag
COc1cc(/C=N\NC(=O)c2ccc(C)nc2)ccc1OC(=O)c1ccco1	-3	-1	-0.2	0.2	-0.8	0.2	-1.4	-6	-3	2	1.0
Cc1ccc(NC(=O)C2CCN(S(=O)(=O)c3ccccc3)CC2)cc1	1	-5	-0.6	-0.7	-2.3	-1.5	-2.4	-10	5	3	-2.9
CCOc1cc(C2NC(=O)NC(C)=C2C(=O)OC(C)CC)cc(Br)c1O (stereo unspecified)	-1	1	-0.2	0.2	0.0	0.8	-1.3	-22	3	0	-1.8
CC1CN(c2ccc([N+](=O)[O-])cc2F)CCN1C(=O)c1ccco1 (stereo unspecified)	0	-5	-2.4	-0.7	-2.1	1.1	-1.0	-3	7	-1	-3.3
CC1(C)OC(=O)C(=CNc2ncccn2)C(=O)O1	0	2	0.6	-0.7	0.2	-0.7	-0.1	6	-4	-3	0.1
COn1c(SCc2ccccc2)nc2ccccc2c1=O	3	-6	-0.5	-1.3	-1.2	1.9	-2.1	-1	7	3	-0.8
Cc1cc(NC(=O)CSc2nc(C(C)(C)C)nc3ccccc23)no1	0	-2	0.8	1.9	0.3	-5.1	-0.3	5	-8	-2	0.2
Cc1cccc(N2C(=O)CC(n3ccnc3)C2=O)c1C (stereo unspecified)	5	-3	0.8	1.0	-0.8	1.8	-1.9	2	8	0	-1.3
Nc1ncnc2nc(-c3ccccc3)[nH]c12	-11	-12	0.4	0.2	0.9	3.7	-0.8	0	-77	-19	3.8
COCCNc1cc(NCCOC)c([N+](=O)[O-])cc1[N+](=O)[O-]	5	2	0.0	-0.9	0.6	0.1	-0.8	3	1	3	-2.5
O=C(Nc1cccc(-c2nc3cccnc3s2)c1)c1cccnc1Cl	-3	-12	0.3	0.4	-0.1	4.2	-1.7	2	-12	-6	1.2
CCc1ccc(NC(=O)c2ccc3c(c2)C(=O)N(CCOC)C3Nc2ccc(CC)cc2)cc1 (stereo unspecified)	-2	3	0.3	0.2	3.8	-0.5	-0.1	-4	-4	0	3.1
CCN1CCN(CCCNC(=O)C2CCCN(c3nnc(-n4cccc4)s3)C2)CC1 (stereo unspecified)	0	-1	0.2	0.2	-2.2	-0.8	-1.3	3	-14	-2	-2.0
CN(CCNC(=O)Cn1c(=O)sc2ccccc21)Cc1ccccc1	3	5	0.7	3.9	-1.0	0.0	-1.2	0	8	1	-1.5
OC[C@@H]1[C@@H](c2ccc(F)cc2)C(c2cccc(Cl)c2)=NN1c1ccccc1	i	i	1.8	-0.9	-0.3	1.3	-1.0	1	i	i	-0.3
Cc1ccccc1NC(=O)CSc1cn[nH]n1	9	5	0.1	0.3	-0.4	-0.7	-1.1	-4	10	6	-3.3
CCOc1ccc(N(Cc2cc3ccc(C)cc3[nH]c2=O)S(C)(=O)=O)cc1	2	-5	-1.0	0.1	-0.1	0.7	-1.1	-5	-18	-5	-0.1
CC(C)CN1C(=O)C(=O)N(CC(=O)c2ccc3c(c2)CCCC3)C1=O	0	-3	2.1	0.9	-0.6	3.0	-0.9	-18	-2	-3	0.3
O=C(NCCc1ccccc1)OCc1cn(Cc2cc(F)ccc2F)nn1	-5	-6	0.3	·	-2.8	·	-0.6	5	-2	-5	4.8
CN(C)S(=O)(=O)c1ccc(NC(=S)NC(=O)c2cccs2)cc1	0	0	0.8	·	2.0	3.2	-1.4	8	-2	-4	2.1
Cc1c(C(=O)Nc2nccs2)oc2ccc(F)cc12	3	-6	2.0	2.3	6.3*	4.5	1.6*	6	-2	-7	8.9
Cc1ccccc1NC(=O)N1CCCC1C(=O)NCc1ccccc1 (stereo unspecified)	0	-4	-0.9	0.8	0.6	0.8	-1.1	5	-3	-3	0.1
N/C(=N\c1nc(CSc2nc3ccccc3s2)cc(=O)[nH]1)Nc1ccc(F)cc1	3	-4	-0.7	1.5	-1.7	1.4	-1.4	-4	3	-2	-4.0
CCOc1ccc(N(C)S(=O)(=O)c2ccc(C)c(C(=O)NCCc3ccc(OC)cc3)c2)cc1	1	0	-2.4	0.3	-2.6	-1.7	-1.6	-5	1	2	-1.7
Fc1ccc(-c2noc(C3CCN(Cc4cccnc4)CC3)n2)cc1	1	1	-0.9	-2.3	-3.0	1.7	-1.7	-3	5	-1	-3.0

Further entries:
SMILES	PLC-gamma1 inh	PLCb3 inh	DAX1 inh-1	DAX1 inh-2	hcDAF-12 act	FXN GAA850 act	ssDAF-12 act	HGIII-sPLA2 inh	ADAM10 inh	ADAM17 inh	hgDAF-12 ag
O=C(CS(=O)c1cccc(C(F)(F)F)c1)Nc1ccccc1Cl (stereo unspecified)	3	-51	-0.8	2.0	-1.4	0.2	-1.2	-2	1	0	-1.2
CC(C(=O)Nc1ccc(F)cc1Cl)N1CCN(S(=O)(=O)c2cccs2)CC1 (stereo unspecified)	2	-1	-1.3	-0.4	-0.6	0.3	-1.2	5	-5	0	-1.5
CCOC(=O)C1=CN(CC)S(=O)(=O)NC1c1cccc(OC)c1 (stereo unspecified)	-1	1	0.9	-0.9	-1.0	1.3	-0.6	12	-17	2	-0.2
COc1cc(/C=N/N(C)C)ccc1OC(=O)c1cccs1	0	-7	-0.1	1.5	0.7	0.0	-0.8	-3	-4	-2	-2.5
CCCC(=O)Nc1ccc(C(=O)NCc2ccccn2)cc1	0	3	0.5	1.5	1.4	1.9	-1.4	2	-5	-2	0.5
Cc1nc(N/N=C/c2ccc(Br)cc2)cc(N2CCOCC2)n1	7	2	-0.2	-0.5	-0.2	1.8	-1.2	-9	-3	-4	-3.0
COC(=O)c1ccc2c(c1C(=O)OC)CN(S(=O)(=O)C(C)(C)C)[C@@H]2CCO	0	2	2.0	-0.3	-0.4	0.5	-0.7	1	-7	0	0.3
CN1CCN(CCOCCOc2ccc(Br)cc2Cl)CC1	0	-6	-0.3	0.8	-1.9	1.0	-1.1	4	4	-5	-1.6
Cc1nc(SCCC(=O)O)c2cc(-c3ccccc3)sc2n1	3	4	0.0	-1.1	-1.5	-13	-1.2	3	-1	-2	-2.3
O=C(NCc1cccc(F)c1)C1CCC(=O)N(CCCN2CCOCC2)C1 (stereo unspecified)	2	-8	0.1	2.0	-2.4	-0.7	-1.4	6	-3	-3	2.2
CC(Nn1cnnc1)c1cc(Cl)ccc1O (stereo unspecified)	0	-1	-0.3	2.9	0.0	2.1	-1.2	5	-2	-5	3.8
O=C(N/N=C\c1cccc(Cl)c1)c1ccc(Cn2cccn2)o1	-1	-1	-0.1	0.3	-4.0	2.6	-1.6	11	-7	-1	-1.0
COc1ccc2[nH]c(C)c(CCNC(=S)Nc3ccc(F)cc3)c2c1	1	2	0.8	0.3	-2.7	-0.8	-1.8	-5	8	3	-2.6
Cc1ccc(-n2c(SCC(=O)Nc3ccc(Cl)cc3)nc(O)cc2=O)cc1	2	-8	-0.6	0.3	0.0	2.0	-0.6	7	1	-4	-1.8
O=c1c2ccccc2nc2c3ccccc3c(NCc3cccnc3)nn12	-5	-9	0.3	-0.5	-0.8	0.8	-1.5	15	-38	-12	1.2
Cc1nc2ccccc2cc1C(=O)N/N=C/c1ccco1	-2	-1	0.0	-0.3	1.6	-1.3	-0.6	13	-12	-3	-0.4
O=C(Nc1ccc(Cl)cc1)c1ccc(-n2cncn2)c([N+](=O)[O-])c1	-1	2	-1.6	-1.3	-2.0	-4.8	-1.9	0	3	-4	-2.9
O=C1C[C@@H]2CCN3C(=O)CCC[C@@H]([C@H]23)[C@H]1Cc1ccccc1	1	1	2.4	0.6	-1.3	0.2	-1.1	1	-10	-6	2.8
CC(=O)O/N=C/c1c(NCc2ccccc2)nc2c(C)cccn2c1=O	-81	-122	-0.6	·	-1.1	4.7	-1.8	-5	-162	-67	-1.8
Cc1cc(C)c(S(=O)(=O)N2CCOCC2)cc1C	-1	-4	0.0	-0.3	-1.8	1.3	-0.5	4	-2	-4	-0.3
Cn1c(N)c(C(=O)COC(=O)c2ccccc2NCc2ccco2)c(=O)n(C)c1=O	-70	-108	1.1	-1.1	-0.3	5.4	-0.6	-11	-214	-56	-0.3
CC(C)C(C(=O)Nc1ccc2c(c1)OCCO2)N1C(=O)c2ccccc2C1=O (stereo unspecified)	5	2	1.4	-0.7	-0.6	-2.4	-1.3	1	0	1	-2.4
O=C(Cn1ncc2c(=O)oc3ccccc3c21)N1CCCc2ccccc21	0	2	0.0	1.6	3.4	3.4	-0.7	3	0	-4	1.4
Cc1cccc(C(O)(C(=O)NNc2ccc3ccccc3n2)c2cccc(C)c2)c1	-5	-11	-0.6	-0.6	-1.4	0.3	-0.2	13	-89	-8	1.1
CCOc1cc2[nH]c(=O)n(CCCN3CCCC3=O)c(=O)c2cc1OCC	-4	-4	-0.2	0.5	2.2	0.9	-0.6	1	-96	-23	-0.2
COc1cc2[nH]c(=S)nc(NC3CCCCCC3)c2cc1OC	-42	-46	-1.4	-1.5	3.1	-0.4	-1.1	3	-170	-46	-1.9
Cc1cc(NC(=O)c2ccc(S(=O)(=O)N3CCOCC3)cc2)no1	3	2	0.0	1.7	0.5	1.5	-1.3	-2	3	1	1.4
COc1cc(-c2cc(N)n(S(=O)(=O)c3ccccc3)n2)cc(OC)c1OC	0	-1	-1.9	-0.8	-2.1	-1.3	-1.3	-12	0	1	2.9
CC(Oc1cccc2ccccc12)C(=O)N/N=C/c1cccnc1 (stereo unspecified)	1	-8	0.1	-0.1	-0.1	0.5	-1.1	1	7	3	-0.7
COc1cccc(OCC(O)CN2CCC(CN3C(=O)c4cccc5cccc(c45)C3=O)CC2)c1 (stereo unspecified)	-8	-16	-1.3	-0.4	-3.8	1.5	-1.4	-35	-213	-79	-2.7
